TPT1 inhibitor – blocks Candida albicans tRNA 2'-phosphotransferase. recombinant caTPT1, FP RNA substrate dephosphorylation. inhibition, % at 5 µM. 300,000 tested, 0.81% active;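 active means inhibition above the mean of all tested compounds plus 3 SD, set per screening campaign, cut at about 24% in these data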;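 further: plate controls were DMSO alone for no effect and ferristatin control at 100 nM for full effect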
PP1 inh – blocks human PP1-alpha phosphatase, a PP5 counter-screen | P62136 | purified PP1alpha, OMFP fluorescence | inhibition, % at 6.7 µM | 320,000 tested, 0.9% active;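 active means inhibition above the mean inhibition of all tested compounds plus 3 SD, computed separately for each screening campaign, cut at about 15% in these data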
PP5 inh – blocks human protein phosphatase 5 activity. inhibition, % at 6.7 µM. AID 1987. purified PP5c, OMFP substrate fluorescence. 320,000 tested, 0.18% active;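 active means inhibition above the campaign's mean inhibition across all tested compounds plus 3 SD, cut at about 9.5% in these data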;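 further: 0% = DMSO only and 100% = 100 µM cantharidin control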
Target sequence (P53041 whole entry, looked up): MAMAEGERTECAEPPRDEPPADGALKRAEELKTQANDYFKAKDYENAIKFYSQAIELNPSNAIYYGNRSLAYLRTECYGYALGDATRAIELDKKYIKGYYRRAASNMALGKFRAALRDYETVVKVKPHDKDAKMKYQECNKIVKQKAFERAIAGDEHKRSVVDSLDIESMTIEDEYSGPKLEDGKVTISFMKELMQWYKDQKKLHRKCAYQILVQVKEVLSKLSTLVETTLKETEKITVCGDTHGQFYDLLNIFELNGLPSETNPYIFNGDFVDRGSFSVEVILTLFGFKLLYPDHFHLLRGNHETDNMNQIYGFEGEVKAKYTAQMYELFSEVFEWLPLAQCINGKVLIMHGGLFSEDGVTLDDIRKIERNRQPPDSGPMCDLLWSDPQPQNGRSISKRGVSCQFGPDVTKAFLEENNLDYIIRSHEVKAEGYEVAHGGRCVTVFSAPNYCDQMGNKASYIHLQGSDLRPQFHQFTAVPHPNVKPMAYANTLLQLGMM
CTSL1 counter – cathepsin L1 inhibition, PFM18AAP counter-screen; inhibition, % at 5.96 µM; recombinant F. hepatica cathepsin L1, Z-Leu-Arg-MCA fluorescence; 300,000 tested, 0.49% active;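 active means inhibition above the mean of all tested compounds plus 3 SD, set per screening campaign, cut at about 17% in these data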;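 further: 0% = plate median of test compound wells and 100% = 1 µM Z-Phe-Ala-diazomethylketone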
AHR act – activates the human aryl hydrocarbon receptor | P35869 | AHR-responsive luciferase reporter cells, luminescence | activation, % at 5 µM | 320,000 tested, 2.5% active; in the data active means activation above about 47%;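 further: 0% = vehicle wells and 100% = reference agonist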
core dimer inh – HCV core protein dimerization inhibition; inhibition, % at 5 µM; 300,000 tested, 0.33% active; TR-FRET GST/Flag-core106 dimerization, 1536-well;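 active means inhibition above the mean of all tested compounds plus 3 SD, set per screening campaign, cut at about 45% in these data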
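System – GST-tagged and Flag-tagged HCV core protein residues 1-106 · Repeats – one well for each compound · Technique – TR-FRET 671 and 617 nm emission · Doses – one concentration, 5 µM, in 0.5% DMSO · Times – 4 h, 22.5 °C incubation · Also added – Eu donor and XL665 acceptor anti-tag antibodies · Measure – percent inhibition of core106 dimerization signal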
PAFAH2 inh – PAFAH2 (human) inhibition. Q99487. 340,000 tested, 0.99% active. recombinant PAFAH2, FP-rhodamine activity probe, fluorescence polarization. inhibition, % at 3.39 µM. AID 492956;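 active means inhibition above the mean over all tested compounds plus 3 SD, cut at about 30% in these data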;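 further: inhibitors block probe labeling of enzyme so polarization drops; 0% = enzyme with DMSO and 100% = wells lacking PAFAH2 protein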
proCasp3 act – procaspase-3 (human) activation; recombinant procaspase-3 D3A, Ac-DEVD-pNA absorbance 405 nm; activation, % at 8.5 µM; 330,000 tested, 0.11% active; AID 463141;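 active means activation above the mean of all tested compounds plus 3 SD, cut at about 21% in these data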;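 further: 0% = DMSO alone and 100% = DMSO wells spiked with extra 5 µM PC-3 D3A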
Target sequence (P42574 whole entry D9A/D28A/D175A): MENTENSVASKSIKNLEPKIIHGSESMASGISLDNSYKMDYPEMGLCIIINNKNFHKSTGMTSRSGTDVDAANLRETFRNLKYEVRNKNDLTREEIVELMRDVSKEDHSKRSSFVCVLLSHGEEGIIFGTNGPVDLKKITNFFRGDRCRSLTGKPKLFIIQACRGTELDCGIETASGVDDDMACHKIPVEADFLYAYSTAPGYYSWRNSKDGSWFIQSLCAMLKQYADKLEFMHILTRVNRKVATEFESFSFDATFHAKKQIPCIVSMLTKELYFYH
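Evaluation: percent activation relative to control range; Material: Procaspase-3 D3A mutant, all three cleavage aspartates alanine; Compound: single dose, 8.5 µM nominal compound, 0.8% DMSO; Replication: one well per compound; Signal: absorbance at 405 nm, 0 and 120 min; Schedule: 1 h preincubation plus 2 h reaction at 25 °C.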
procasp7 counter – activates human procaspase-7, counter-screen for procaspase-3 activators; activation, % at 8.5 µM; recombinant procaspase-7, Ac-DEVD-pNA absorbance 405 nm; D23A/D198A/D206A triple mutant, cannot self-cleave; scale: DMSO 0, 5 µM enzyme 100; 330,000 tested, 0.093% active; AID 463210; P55210;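 active means percent activation above the screen-wide mean plus 3 SD, cut at about 25% in these data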
Target sequence (P55210 whole entry D23A/D198A/D206A): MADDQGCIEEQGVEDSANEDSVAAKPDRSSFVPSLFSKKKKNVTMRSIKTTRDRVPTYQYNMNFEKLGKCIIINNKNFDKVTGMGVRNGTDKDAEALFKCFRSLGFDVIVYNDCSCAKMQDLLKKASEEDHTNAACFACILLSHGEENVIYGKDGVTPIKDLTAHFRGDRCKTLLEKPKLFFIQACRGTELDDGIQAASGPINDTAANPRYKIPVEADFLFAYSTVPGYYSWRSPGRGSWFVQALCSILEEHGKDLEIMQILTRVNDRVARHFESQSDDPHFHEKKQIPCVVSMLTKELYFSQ
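Assay system – Uncleavable procaspase-7 mutant enzyme · Quantity – 2 µM procaspase-7 mutant as dispensed · Times – 1 h preincubation, 2 h reaction · Dosing – single nominal 8.5 µM compound dose, 0.8% DMSO final · Buffer or medium – Zinc-free 50 mM HEPES buffer, pH 7.4, with NaCl and Triton X-100 · Detection – Epi-absorbance of released pNA at 405 nm, two timepoints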
* marks the source's active call; other numbers are inactive results; . = no result given; & = joins results of further samples.

Sample of the layout:
SMILES | TPT1 inhibitor | PP1 inh | PP5 inh | CTSL1 counter | AHR act | core dimer inh | PAFAH2 inh | proCasp3 act | procasp7 counter
N#Cc1ccccc1CN1C(=O)NC(Cc2c[nH]c3ccccc23)C1=O (stereo not drawn) | 7 | -1 | 0.8 | 0 | -1 | -2 | 2 | 4 | 0
CC1(C)CC(=O)C2=C(C1)N(c1ccccc1C#N)C(N)=C(C#N)C2c1cccs1 (stereo not drawn) | 1 | -1 | 2.5 | -1 | 40 | 5 | 1 | -2 | -3

The listing, repeating the preview:
SMILES | TPT1 inhibitor | PP1 inh | PP5 inh | CTSL1 counter | AHR act | core dimer inh | PAFAH2 inh | proCasp3 act | procasp7 counter
N#Cc1ccccc1CN1C(=O)NC(Cc2c[nH]c3ccccc23)C1=O (stereo not drawn) | 7 | -1 | 0.8 | 0 | -1 | -2 | 2 | 4 | 0
CC1(C)CC(=O)C2=C(C1)N(c1ccccc1C#N)C(N)=C(C#N)C2c1cccs1 (stereo not drawn) | 1 | -1 | 2.5 | -1 | 40 | 5 | 1 | -2 | -3
O=C(Cc1ccc(Cl)cc1)OCC(=O)c1ccc[nH]1 | . | -3 | 1.1 | . | 1 | . | 6 | -2 | -6
CCOc1ccccc1NC(=O)[C@@H](NC(=O)c1ccccc1F)C(C)C | 2 | -3 | 0.9 | -2 | 38 | 1 | 8 | 5 | 0
CCn1c(SCC(=O)Nc2cc(NC(C)=O)ccc2OC)nnc1-c1ccccn1 | -1 | -4 | 0.2 | -1 | 0 | 0 | -2 | 6 | -1
CSc1nnnn1-c1cccc(O)c1 | -2 | -2 | -0.1 | 7 | 18 | 1 | 16 | -3 | -14
COC(=O)c1cccc(N(C(=O)c2cnccn2)C(C(=O)NC2CCCCC2)c2cn(C)nc2C)c1 (stereo not drawn) | 1 | -4 | 0.4 | -5 | -3 | -1 | 7 | -5 | 5
CCCC(=O)Nc1cc2c3c(c1)CCN3C(=O)CC2 | 0 | 0 | -0.5 | 6 | 3 | 3 | 5 | 1 | -5
CCCc1nc2ccc(NC(=O)NCCC(=O)OCC)cc2c(=O)n1Cc1cccc(Cl)c1 | 1 | -1 | 2.5 | 6 | -2 | 4 | -1 | -4 | -1
O=C(NCc1ccccc1)NC(O)C(Cl)(Cl)Cl (stereo not drawn) | -5 | -1 | 3.6 | 0 | 0 | -1 | -3 | 6 | 6
CCSc1nnnn1-c1ccccc1 | -5 | -2 | -0.4 | -3 | 0 | -2 | 2 | -1 | 1
COc1ccccc1C(=O)NCCCCNC(=O)c1ccccc1OC | -4 | 1 | -1.0 | 2 | -2 | 10 | -2 | 7 | 5
CC(C(=O)Nc1nccs1)c1ccc([N+](=O)[O-])cc1 (stereo not drawn) | 4 | 0 | 2.2 | 3 | 0 | -3 | 1 | 3 | 6
Cc1cc(OCC(=O)N2CCC(C(N)=O)CC2)c2c(C)c(C)c(=O)oc2c1 | -2 | 0 | -0.2 | -4 | 0 | 1 | -1 | 4 | 0
COc1ccc(C2C(C(=O)c3cccs3)=C(O)C(=O)N2Cc2cccnc2)cc1OC (stereo not drawn) | -2 | 9 | -0.7 | 6 | 3 | 0 | -6 | -9 | -65
COc1ccc(N2C(=O)C3CCCN3C2c2ccc(F)cc2)cc1Cl (stereo not drawn) | -1 | -3 | 2.0 | 2 | 3 | 1 | -10 | 3 | -2
COCCn1c(SCC(=O)NCc2ccc3c(c2)OCO3)nc2ccccc2c1=O | 2 | -7 | -2.6 | 1 | 25 | 2 | 0 | -1 | 3
CCCSc1nnc2n(N)c(=O)c3ccccc3n12 | -3 | 0 | 0.8 | 2 | 5 | 1 | 10 | 4 | 11
O=Cc1ccccc1OCCOc1ccc([N+](=O)[O-])cc1 | -2 | 6 | 1.0 | 4 | -7 | -6 | 7 | 11 | 3
O=C(O)CCCNC(=O)C(c1ccccc1)c1ccccc1 | 2&-4 | 1&-1 | 1.0&-2.0 | 0&-1 | -1&0 | -3&-5 | 0&-7 | 2&2 | -3&-7
N#Cc1ccc(NCC(=O)Nc2ccc(S(=O)(=O)N3CCCCC3)cc2)cc1 | . | -2 | 2.0 | . | 0 | . | 1 | 8 | 12
CCOC(=O)c1ccccc1NC(=O)c1cccc2c1C(=O)N(C1CCN(C(=O)OCC)CC1)C2 | 0 | -5 | -2.0 | 4 | 0 | 14 | 7 | 6 | 20
O=C(CCNC(=O)c1ccc(Br)cc1)NNC(=O)COc1ccccc1F | . | . | . | . | 2 | . | -1 | 3 | -8
COc1ccc(S(=O)(=O)N(CC(=O)NCc2ccco2)c2ccccc2)cc1OC | -1 | 3 | 3.5 | -1 | 3 | 2 | 3 | 11 | -1
CC(NC(=O)c1cccs1)C(S)c1ccccc1 (stereo not drawn) | -2 | 4 | 2.3 | -3 | 2 | 14 | 0 | -3 | -7
O=C(Cn1nnc(-c2ccccc2)n1)N/N=C/c1cccc([N+](=O)[O-])c1 | -2 | -1 | 3.8 | -3 | 1 | 3 | -8 | 1 | 2
COCC(=O)N(Cc1cc2ccc(C)cc2[nH]c1=O)c1ccccc1C | -4 | 2 | 3.6 | 1 | 6 | -10 | 7 | 5 | 9
O=C(NCCCN1CCOCC1)c1ccc2c(c1)N(Cc1cccc(Cl)c1)C(=O)c1ccccc1S2=O (stereo not drawn) | 1 | -5 | 3.5 | 0 | 4 | -10 | -6 | 0 | 4
COc1cc(OC)nc(NC(=S)NC(=O)c2ccccc2)n1 | 1 | 4 | 0.1 | 0 | 16 | 6 | -2 | -3 | 1
CNS(=O)(=O)Cc1ccc2[nH]cc(CCN(C)C)c2c1 | -1&-2 | -3&-2 | -4.5&-1.4 | -2&-5 | 0&-5 | 9&7 | 4&3 | 1&6 | 3&5
CN(C(=O)CN1CCN(c2ccccc2F)CC1)C1CCCc2ccccc21 (stereo not drawn) | 0 | 0 | 3.1 | 1 | 0 | -4 | 5 | 5 | -3
Cc1ccc(C(=O)NCCCNC(=O)COc2ccc(Cl)cc2)cn1 | -3 | 1 | 0.9 | -5 | -2 | -3 | 6 | 2 | 4
COc1ccc(NC(=O)NNC(=O)COc2cc(C)c(Cl)c(C)c2)c(OC)c1 | 0 | 1 | -0.3 | -4 | 8 | 5 | -6 | 4 | -5
Cc1cc(NC(=O)COC(=O)c2ccc(NS(=O)(=O)c3ccc(C)c(C)c3)cc2)no1 | -3 | -3 | 4.9 | -2 | 1 | -3 | 23 | -6 | 6
COc1ccc(-c2nc(C)sc2CC(=O)O)cc1 | -5 | -1 | 1.8 | -2 | 1 | -7 | -5 | -11 | -2
C=C(C)CSc1nnc(-c2cccc(Cl)c2)n1N | -1 | -2 | -0.4 | 3 | 14 | 0 | -2 | -8 | 3
NS(=O)(=O)c1ccc(N=Nc2c(O)[nH]c3ccc(Br)cc23)cc1 | 7 | 10 | 0.6 | 0 | -11 | -15 | -2 | -5 | -3
Cc1ccc(NC(=O)c2cc(S(=O)(=O)N3CCOCC3)ccc2F)c(C)c1 | -2 | -2 | 0.3 | 1 | 6 | -1 | -6 | 6 | 4
O=C(Nc1ccc(F)cc1)c1ccc(Br)c(S(=O)(=O)N2CCOCC2)c1 | -1 | -3 | 1.3 | -2 | 16 | 3 | -1 | 4 | -10
Cc1cc(C)c(C(=O)COC(=O)c2nn(C)c(=O)c3ccccc23)cc1C | . | 1 | -1.9 | . | 2 | . | -2 | 2 | 11
S=C(NCc1ccco1)N1CCN(c2cccc(Cl)c2)CC1 | -3 | -1 | 3.8 | 0 | -3 | -3 | -5 | -5 | -15
COC(=O)c1c(N)n(-c2ccc(NC(C)=O)cc2)c2nc3ccccc3nc12 | 22 | -1 | 3.5 | -2 | 4 | -13 | 11 | 4 | 0
CCOc1ccccc1NC(=O)N1CCc2ccccc2C1 | -3 | 1 | 1.7 | -2 | 68* | 0 | 13 | 6 | -1
CSc1nnc2c(n1)OC(c1ccc(C(=O)O)cc1)N(C(C)=O)c1ccccc1-2 (stereo not drawn) | -5 | -9 | 3.2 | 0 | 5 | -1 | -4 | 0 | -8
COc1cc(Cn2c(-c3ccc(O)c(OC)c3)nc3ccccc32)ccc1O | -3 | 2 | 2.7 | 0 | 6 | -6 | 2 | -6 | -5
O=C(NCc1ccco1)C1Cc2ccccc2CN1S(=O)(=O)c1ccccc1F (stereo not drawn) | 2 | 0 | 4.7 | -3 | 2 | 55* | 5 | -26 | -27
CCN1C(=O)CC(N2CCOCC2)C1=O (stereo not drawn) | 2 | -8 | 1.1 | -5 | 1 | -5 | -3 | 9 | -2
CN(C)S(=O)(=O)N1CCC(Oc2ccc(C(=O)NCc3cnn(C)c3)cc2)CC1 | 2 | 2 | 0.7 | 3 | 2 | -3 | -6 | -3 | -4
CCOC(=O)C1CCN(S(=O)(=O)c2ccc(-c3cc(C(F)(F)F)n(C)n3)s2)CC1 | -1 | 3 | 4.3 | -3 | -3 | -5 | . | -7 | -4
C#C[C@]1(O)CC[C@H]2[C@@H]3CCc4cc(OC)ccc4[C@H]3CC[C@@]21C | 1 | 4 | 1.1 | -2 | 2 | 14 | 26 | 4 | -2

Later entries.
SMILES | TPT1 inhibitor | PP1 inh | PP5 inh | CTSL1 counter | AHR act | core dimer inh | PAFAH2 inh | proCasp3 act | procasp7 counter
CC1CCC(NC(=O)CN2CCCN(Cc3ccc(F)cc3Cl)C2=O)CC1 (stereo not drawn) | -1 | -1 | 1.1 | 0 | -1 | -8 | 6 | 16 | 6
CCOC(=O)C1(Cc2ccccc2)CCCN(Cc2ccc(OCC)c(CO)c2)C1 (stereo not drawn) | 0 | -7 | 1.0 | -2 | 6 | 1 | 1 | 8 | 5
COc1ccc(C(=O)Nc2ccccc2C(=O)O)cc1NC(=O)C(c1ccccc1)c1ccccc1 | -2 | 13 | 2.8 | 1 | 2 | 12 | -23 | -2 | 2
CCC(Oc1ccccc1)C(=O)N1CCN(C(=O)C(CC)Oc2ccccc2)CC1 (stereo not drawn) | -1 | -5 | 2.6 | -1 | -2 | 2 | 1 | 2 | 12
CCN(CCn1cccn1)Cc1ccccc1OCC(O)CN1CCc2ccccc2C1 (stereo not drawn) | -4 | 4 | 0.1 | -11 | 6 | 1 | 3 | -7 | -8
CC(C)CC(NC(=O)OC(C)(C)C)c1cn([C@@H](CCC(=O)OC(C)(C)C)C(=O)N2CCN(C(=O)OC(C)(C)C)CC2)nn1 (stereo partly drawn) | -1 | 2 | 3.6 | 9 | -1 | 9 | 1 | 4 | 2
COc1ccc(CCNC(=O)[C@H](C)NC(=O)N2CCn3c2nc2ccccc23)cc1OC | -4 | -2 | 2.0 | -5 | 1 | -2 | -1 | 8 | 6
C/C(=N/NC(=O)c1ccc2c(c1)OCCO2)c1ccc([N+](=O)[O-])cc1 | 0 | -5 | -0.7 | 3 | 1 | -1 | -9 | 1 | 4
Cc1cccc(-n2ccc(=O)c(C(=O)O)n2)c1 | -2 | -1 | 2.6 | 2 | 0 | 4 | 16 | 5 | -1
CCC(=O)Nc1nc2c(OC)ccc(C)c2s1 | -3 | -3 | -0.3 | -2 | 34 | 8 | 2 | 1 | 10
